TAAR1 ag = human TAAR1 agonism | activation, % at 3 µM | CHO RD-HGA16 TAAR1, Fluo-8 calcium fluorescence; vehicle wells 0%, saturating PEA agonist 100% | actives 0.99% (n = 360,000);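 active = activation above the mean activation of all test compounds in the run plus 3 SD, cut at about 38% in these data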
Target sequence (Q96RJ0 whole entry, looked up): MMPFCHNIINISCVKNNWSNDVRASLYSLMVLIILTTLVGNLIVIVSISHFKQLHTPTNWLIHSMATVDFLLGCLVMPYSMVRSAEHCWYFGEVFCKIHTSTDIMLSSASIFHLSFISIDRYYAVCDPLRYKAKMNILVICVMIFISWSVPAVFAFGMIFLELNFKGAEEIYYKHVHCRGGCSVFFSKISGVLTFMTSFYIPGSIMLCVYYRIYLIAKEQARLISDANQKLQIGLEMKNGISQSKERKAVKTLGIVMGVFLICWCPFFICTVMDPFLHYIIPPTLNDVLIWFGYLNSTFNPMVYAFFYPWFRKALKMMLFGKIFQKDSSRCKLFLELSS
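Test system: RD-HGA16 (CHO) cells co-expressing Gα16 and hTAAR1 | Doses: Single dose, 3 µM | Schedule: 17-24 h seeding, 75 min 37 °C dye, 30 min RT | Evaluation: % activation from peak over basal fluorescence ratio, DMSO-to-PEA scaled | Technique: Kinetic Fluo-8 calcium fluorescence | Benchmarks: Low control DMSO, high control PEA (EC100)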
CHRM1 antagonist = blocks human M1 muscarinic receptor | actives 1.3% (n = 360,000) | CHO-K1 hM1, Fluo-8 calcium fluorescence, ACh EC80 antagonist | P11229 | inhibition, % at 3 µM;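 active = percent inhibition above its own plate's cutoff, namely the mean of that plate's compound wells plus 3 SD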;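 note: peak over basal fluorescence ratio during 140 s after agonist addition; 0% = ACh EC80 plus DMSO and 100% = DMSO alone without agonist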
OXTR potentiator = potentiators of human oxytocin receptor; CHO-OTR cells, Fluo-8 calcium fluorescence, potentiator mode; 0% = oxytocin EC15, 100% = EC100; P30559; AID 2445; actives 0.061% (n = 320,000); activation, % at 3 µM;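 active = activation above that plate's cutoff, the mean activation of tested compounds plus 3 SD, cut at about 6.6% in these data, passing the limit was not always enough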;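 note: 100% uses oxytocin at 75 nM as the full agonist control; some results filed as inactive read as strong as hits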
Target sequence (P30559 whole entry, looked up): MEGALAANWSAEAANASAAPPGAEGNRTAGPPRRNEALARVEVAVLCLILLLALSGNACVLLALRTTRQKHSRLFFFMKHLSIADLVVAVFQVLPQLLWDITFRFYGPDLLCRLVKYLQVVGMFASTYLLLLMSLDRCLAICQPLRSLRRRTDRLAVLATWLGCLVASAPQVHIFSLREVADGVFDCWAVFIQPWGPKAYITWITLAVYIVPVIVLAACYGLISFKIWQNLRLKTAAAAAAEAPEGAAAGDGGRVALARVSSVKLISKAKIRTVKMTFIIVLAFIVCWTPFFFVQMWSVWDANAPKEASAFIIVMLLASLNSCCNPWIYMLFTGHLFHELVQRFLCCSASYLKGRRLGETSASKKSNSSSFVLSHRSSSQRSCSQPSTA
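Replication – single well per compound, singlicate · Assay system – CHO cell line stably expressing human OTR · Timing – 6 min pre-incubation, 100 s read · Measure – normalized max/min fluorescence ratio, % activation · Doses – 3.0 µM, one dose · Detection – Fluo-8 calcium dye fluorescence · Probe or stimulus – oxytocin near EC15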
CHO parental Ca = counter-screen: ATP calcium response change in parental CHO cells; parental CHO-K1, ATP-induced calcium, Fluo-8 fluorescence; inhibition, % at 5.6 µM; actives 0.63% (n = 330,000);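 active = inhibition above that plate's mean sample inhibition plus 3 SD, cut at about 26% in these data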;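 note: 0% = ATP-challenged DMSO wells and 100% = DMSO wells without ATP; some compounds past the cut are filed as inactive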
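Test system: parental CHO cells; detection: calcium-sensitive Fluo-8 fluorescence; evaluation: percent inhibition of calcium signal; also added: ATP as calcium-mobilizing challenge; repeats: one well per compound; control set: ATP-challenged DMSO wells low, unchallenged DMSO wells high; compound: single nominal dose of 5.6 µM per compound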
TAAR1 antagonist = human TAAR1 antagonism; Q96RJ0; CHO RD-HGA16 TAAR1, Fluo-8 calcium fluorescence, antagonist; inhibition, % at 3 µM; actives 1.5% (n = 360,000);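 active = inhibition above a per-plate cutoff, the mean inhibition of test compounds on that plate plus 3 SD, cut at about 49% in these data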;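 note: 0% = DMSO plus EC80 beta-PEA response and 100% = DMSO alone without agonist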
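Test system – hTAAR1-expressing CHO RD-HGA16 cells, Gα16-coupled · Also added – β-PEA at EC80 concentration, post-compound challenge · Compound – 3 µM, single point · Incubation – dye loading 75 min at 37 °C, then 30 min room temperature · Measured by – Fluo-8 intracellular calcium dye fluorescence, real-time kinetic reads · Benchmarks – vehicle and agonist controls · Replicates – singlicate, one well per test compound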
M1 ag = agonists of human M1 muscarinic receptor. activation, % at 3 µM. P11229. actives 0.33% (n = 360,000). CHO-K1 hM1, Fluo-8 calcium fluorescence, agonist mode; 0% DMSO, 100% acetylcholine EC100;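 active = activation above the run's mean compound activation plus 3 SD, cut at about 16% in these data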;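 note: peak over basal fluorescence ratio within a 140 s kinetic read after compound addition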
M1 ag parental = nonselective activator or artifact in parental CHO-K1 cells. AID 602248. activation, % at 3 µM. Fluo-8 calcium fluorescence; scaled to maximal ATP response, vehicle zero. actives 0.48% (n = 360,000); in the data active = activation above about 15%;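 note: untransfected CHO-K1 host cells lacking M1 receptor as counterscreen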
CHO-K1 Ca PAM = M1 PAM counterscreen hit in parental CHO-K1 cells | ATP EC20, Fluo-8 calcium fluorescence; 0% at ATP EC20, 100% at ATP max | activation, % at 3 µM | actives 0.02% (n = 360,000);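 active = activation above the run cutoff, the mean activation of all test compounds plus 3 SD, cut at about 40% in these data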;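 note: peak over basal fluorescence ratio in a 140 s read after ATP addition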
CHO-K1 Ca antag = M1 antagonist counterscreen hit in parental CHO-K1 cells. ATP-induced calcium, Fluo-8 fluorescence. inhibition, % at 3 µM. actives 0.6% (n = 360,000). AID 602250;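 active = inhibition above a per-plate cutoff, the plate's mean sample inhibition plus 3 SD, cut at about 24% in these data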;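 note: 0% = DMSO plus EC80 ATP and 100% = DMSO alone without ATP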
An asterisk follows results filed as active.

What do the screens show for `CCC(NS(=O)(=O)c1cn(C)nc1C)c1ccccc1` (stereo not drawn)?
TAAR1 ag: 0; CHRM1 antagonist: -6; OXTR potentiator: -5; CHO parental Ca: -14; TAAR1 antagonist: 7; M1 ag: -2; M1 ag parental: 0.2; CHO-K1 Ca PAM: 16; CHO-K1 Ca antag: -6

Results for COc1ccc(-n2cnnc2SC(C)C(=O)Nc2cccc([N+](=O)[O-])c2)cc1 (stereo not drawn) ?
TAAR1 ag: 0; CHRM1 antagonist: 0; OXTR potentiator: -8; CHO parental Ca: -9; TAAR1 antagonist: 15; M1 ag: -3; M1 ag parental: 0.9; CHO-K1 Ca PAM: 8; CHO-K1 Ca antag: 4

Results for COc1ccc(NC(=O)c2ccc(NC(=O)c3ccncc3)cc2)cc1 ?
TAAR1 ag: 2; CHRM1 antagonist: -2; OXTR potentiator: 0; CHO parental Ca: -1; TAAR1 antagonist: 9; M1 ag: -4; M1 ag parental: 0.4; CHO-K1 Ca PAM: -3; CHO-K1 Ca antag: -14

How did CCOc1ccc(-c2cc(C(=O)N3CCC(C)CC3)c3ccccc3n2)cc1 do in these assays?
TAAR1 ag: 2; CHRM1 antagonist: -10; OXTR potentiator: 0; CHO parental Ca: -22; TAAR1 antagonist: -18; M1 ag: -2; M1 ag parental: 0.7; CHO-K1 Ca PAM: 8; CHO-K1 Ca antag: -1

How did CCSc1nc(-c2cccnc2)ccc1C#N do in these assays?
TAAR1 ag: -2; CHRM1 antagonist: 6; OXTR potentiator: 1; CHO parental Ca: 1; TAAR1 antagonist: 8; M1 ag: -10; M1 ag parental: 0.1; CHO-K1 Ca PAM: 3; CHO-K1 Ca antag: -8

How did O=C(NCc1ccco1)C1CCCCN1S(=O)(=O)c1ccc(F)cc1 (stereo not drawn) do in these assays?
TAAR1 ag: 0; CHRM1 antagonist: -10; OXTR potentiator: -1; CHO parental Ca: -6; TAAR1 antagonist: 15; M1 ag: -3; M1 ag parental: 0.5; CHO-K1 Ca PAM: 15; CHO-K1 Ca antag: -3

How did O=C(/C=C/c1ccccc1)NC(=O)c1ccccc1O do in these assays?
TAAR1 ag: 3; CHRM1 antagonist: -3; OXTR potentiator: -11; CHO parental Ca: 3; TAAR1 antagonist: -50; M1 ag: 3; M1 ag parental: 3.5; CHO-K1 Ca PAM: 6; CHO-K1 Ca antag: -6

Results for O=C(CC1NCCNC1=O)Nc1cc(Cl)cc(Cl)c1 (stereo not drawn) ?
TAAR1 ag: 1; CHRM1 antagonist: -7; OXTR potentiator: -7; CHO parental Ca: -1; TAAR1 antagonist: -27; M1 ag: -1; M1 ag parental: 0.3; CHO-K1 Ca PAM: 16; CHO-K1 Ca antag: -12

How did COc1ccc(C(O)c2ncc(-c3ccccc3)[nH]2)c(OC)c1 (stereo not drawn) do in these assays?
TAAR1 ag: 1; CHRM1 antagonist: -18; TAAR1 antagonist: -3; M1 ag: -1; M1 ag parental: 0.5; CHO-K1 Ca PAM: 8; CHO-K1 Ca antag: -1

How did CN1CCN(c2ccccc2NC(=O)c2ccc([N+](=O)[O-])cc2Cl)CC1 do in these assays?
TAAR1 ag: 0; CHRM1 antagonist: -5; OXTR potentiator: 2; CHO parental Ca: -26; TAAR1 antagonist: -17; M1 ag: -8; M1 ag parental: 0.7; CHO-K1 Ca PAM: -2; CHO-K1 Ca antag: -15

How did O=C(CSc1ccccc1C(=O)NCCCN1CCCC1=O)NCc1ccco1 do in these assays?
TAAR1 ag: 5; CHRM1 antagonist: 4; OXTR potentiator: -10; CHO parental Ca: -7; TAAR1 antagonist: -17; M1 ag: -4; M1 ag parental: -0.4; CHO-K1 Ca PAM: 1; CHO-K1 Ca antag: 0

Results for COc1ccc(S(=O)(=O)NC(C)C(=O)NCc2ccco2)cc1OC (stereo not drawn) ?
TAAR1 ag: 2; CHRM1 antagonist: -9; OXTR potentiator: 1; CHO parental Ca: -2; TAAR1 antagonist: -8; M1 ag: -1; M1 ag parental: 1.9; CHO-K1 Ca PAM: 22; CHO-K1 Ca antag: -12

How did Cc1ccc(NC(=O)CN2C(=O)N/C(=C\c3cccn3-c3cccc(C(=O)O)c3)C2=O)cc1 do in these assays?
CHRM1 antagonist: -9; M1 ag: -4; M1 ag parental: 1.0; CHO-K1 Ca PAM: 20; CHO-K1 Ca antag: -8

Results for O=C(c1ccc(-n2ccnc2)cc1)N1CCCC(CO)(Cc2cccc(Cl)c2)C1 (stereo not drawn) ?
TAAR1 ag: 7; CHRM1 antagonist: 0; OXTR potentiator: -8; CHO parental Ca: -20; TAAR1 antagonist: -21; M1 ag: -3; M1 ag parental: 2.0; CHO-K1 Ca PAM: 7; CHO-K1 Ca antag: 5

Results for Cc1cc(C(=O)CSc2nc(N)cc(=O)[nH]2)ccc1F ?
TAAR1 ag: 2; CHRM1 antagonist: -2; OXTR potentiator: -9; CHO parental Ca: -4; TAAR1 antagonist: -16; M1 ag: 0; M1 ag parental: 1.8; CHO-K1 Ca PAM: -14; CHO-K1 Ca antag: 4

What do the screens show for `Cc1cccc(/N=C/c2ccccn2)n1`?
TAAR1 ag: 2; CHRM1 antagonist: -5; OXTR potentiator: -6; CHO parental Ca: 1; TAAR1 antagonist: -28; M1 ag: -2; M1 ag parental: 1.8; CHO-K1 Ca PAM: 14; CHO-K1 Ca antag: -5

Results for COc1ccc(CN(C)CC(=O)Nc2ccccc2C(F)(F)F)cc1 ?
TAAR1 ag: 6; CHRM1 antagonist: -3; OXTR potentiator: -13; CHO parental Ca: 3; TAAR1 antagonist: 0; M1 ag: -5; M1 ag parental: 0.4; CHO-K1 Ca PAM: 16; CHO-K1 Ca antag: -14

Results for CCN(c1ccccc1)S(=O)(=O)c1ccc(C(=O)N2CCCC(C(F)(F)F)C2)cc1 (stereo not drawn) ?
TAAR1 ag: 8; CHRM1 antagonist: -7; OXTR potentiator: -3; CHO parental Ca: -9; TAAR1 antagonist: 26; M1 ag: -2; M1 ag parental: 1.8; CHO-K1 Ca PAM: -9; CHO-K1 Ca antag: 4

How did NC(=O)CC1NC(=O)c2ccccc21 (stereo not drawn) do in these assays?
TAAR1 ag: 13; CHRM1 antagonist: 5; OXTR potentiator: 1; CHO parental Ca: 0; TAAR1 antagonist: -7; M1 ag: -3; M1 ag parental: -0.1; CHO-K1 Ca PAM: 0; CHO-K1 Ca antag: 2

Results for COCCCNC(=O)c1cc(C)nn1-c1ccccc1 ?
TAAR1 ag: -1; CHRM1 antagonist: -21; OXTR potentiator: -1; CHO parental Ca: -17; TAAR1 antagonist: 10; M1 ag: -1; M1 ag parental: 0.8; CHO-K1 Ca PAM: 13; CHO-K1 Ca antag: -17

The final 2 entries of the part above lead into the next.
How did NC(=O)CC1NC(=O)c2ccccc21 (stereo not drawn) do in these assays?
TAAR1 ag: 13; CHRM1 antagonist: 5; OXTR potentiator: 1; CHO parental Ca: 0; TAAR1 antagonist: -7; M1 ag: -3; M1 ag parental: -0.1; CHO-K1 Ca PAM: 0; CHO-K1 Ca antag: 2

Results for COCCCNC(=O)c1cc(C)nn1-c1ccccc1 ?
TAAR1 ag: -1; CHRM1 antagonist: -21; OXTR potentiator: -1; CHO parental Ca: -17; TAAR1 antagonist: 10; M1 ag: -1; M1 ag parental: 0.8; CHO-K1 Ca PAM: 13; CHO-K1 Ca antag: -17

What do the screens show for `CC(O)CNc1nc2c(c(=O)n(Cc3ccccc3)c(=O)n2C)n1C` (stereo not drawn)?
TAAR1 ag: 2; CHRM1 antagonist: -14; OXTR potentiator: -8; CHO parental Ca: 6; TAAR1 antagonist: -11; M1 ag: -2; M1 ag parental: 3.2; CHO-K1 Ca PAM: 17; CHO-K1 Ca antag: -11

What do the screens show for `NC(=S)NN=C1c2cc(S(=O)(=O)N3CCOCC3)ccc2-c2ccc(S(=O)(=O)N3CCOCC3)cc21`?
TAAR1 ag: 0; CHRM1 antagonist: -1; OXTR potentiator: 1; CHO parental Ca: -1; TAAR1 antagonist: -8; M1 ag: -5; M1 ag parental: -0.2; CHO-K1 Ca PAM: 13; CHO-K1 Ca antag: -16

Results for Cc1cc(F)ccc1N1CCC(N2CCN(C(C)C)C(CCO)C2)CC1 (stereo not drawn) ?
TAAR1 ag: 2; CHRM1 antagonist: -7; OXTR potentiator: 1; CHO parental Ca: 0; TAAR1 antagonist: -4; M1 ag: -11; M1 ag parental: 0.3; CHO-K1 Ca PAM: 15; CHO-K1 Ca antag: -6

How did COc1ccc(OC)c(NC(=O)CSc2nc3ccccc3c(=O)n2CC2CCCO2)c1 (stereo not drawn) do in these assays?
TAAR1 ag: -2; CHRM1 antagonist: -8; OXTR potentiator: -1; CHO parental Ca: -2; TAAR1 antagonist: 0; M1 ag: -3; M1 ag parental: 0.9; CHO-K1 Ca PAM: 10; CHO-K1 Ca antag: -16

Results for NS(=O)(=O)c1ccc(CCNc2ncnc3c2c(-c2ccccc2)cn3-c2ccc(F)cc2)cc1 ?
TAAR1 ag: 0; CHRM1 antagonist: 20; OXTR potentiator: -7; CHO parental Ca: -16; TAAR1 antagonist: 27; M1 ag: -3; M1 ag parental: 0.5; CHO-K1 Ca PAM: 17; CHO-K1 Ca antag: -1

What do the screens show for `COc1cccc(C2=NN(S(C)(=O)=O)C(c3cccs3)C2)c1` (stereo not drawn)?
TAAR1 ag: 4; CHRM1 antagonist: -8; OXTR potentiator: -5; CHO parental Ca: -17; TAAR1 antagonist: 10; M1 ag: -3; M1 ag parental: 2.1; CHO-K1 Ca PAM: 23; CHO-K1 Ca antag: -15

Results for CCCn1c(=O)[nH]c(=O)c2c1nc(-c1cc([N+](=O)[O-])ccc1Cl)n2CCOC ?
TAAR1 ag: 7; CHRM1 antagonist: 4; OXTR potentiator: -7; CHO parental Ca: -21; TAAR1 antagonist: -24; M1 ag: -6; M1 ag parental: 1.0; CHO-K1 Ca PAM: 9; CHO-K1 Ca antag: -4

How did COC(=O)c1c(NC(=O)c2ccc(S(=O)(=O)N3CCOCC3)cc2)sc2c1CCN(C)C2 do in these assays?
TAAR1 ag: 4; OXTR potentiator: -3; CHO parental Ca: -1; TAAR1 antagonist: -26

Screening data as filed in PubChem BioAssay.
